eIF4E 4G PPI: inhibitors of eIF4E and eIF4G interaction in translation initiation. P63073+Q04637. TR-FRET eIF4E-eIF4GI(517-606) binding, 2 h. inhibition, % at 21.7 µM. 220,000 compounds, 0.37% hits. AID 782;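 further: 0% = full FRET control wells and 100% = background wells lacking eIF4GI fragment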
Furin inh: human furin inhibition; P09958; purified furin, fluorogenic substrate cleavage; inhibition, % at 30 µM; 220,000 compounds, 0.061% hits; in the data active means inhibition above about 25%; further: inactives centre near -15
KCC2 mod: modulates chloride dependent transport by human KCC2. Q9H2X9. KCC2 cells, thallium flux FluoZin-2 fluorescence. B-score of Tl+ flux slope (higher = more flux/activation; lower = inhibition) at 10 µM. 190,000 compounds, 2.2% hits. AID 1456;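 active means thallium flux slope and its plate-corrected score both differing from the plate sample mean at a set confidence after two filtering rounds, in either direction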;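 further: slope of fluorescence scaled to starting intensity during 10 to 20 s after thallium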
Rad51 HR inh: blocks human Rad51 in homologous recombination | Q06609 | 200,000 compounds, 0.085% hits | AID 1385 | inhibition, % at 10 µM | hRad51 DNA strand exchange, fluorescence dequenching;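 active means inhibition above 40% at the single screening dose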;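 further: 0% = DMSO control wells and 100% = blanks with heterologous ssDNA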
Target sequence (Q06609 whole entry, looked up): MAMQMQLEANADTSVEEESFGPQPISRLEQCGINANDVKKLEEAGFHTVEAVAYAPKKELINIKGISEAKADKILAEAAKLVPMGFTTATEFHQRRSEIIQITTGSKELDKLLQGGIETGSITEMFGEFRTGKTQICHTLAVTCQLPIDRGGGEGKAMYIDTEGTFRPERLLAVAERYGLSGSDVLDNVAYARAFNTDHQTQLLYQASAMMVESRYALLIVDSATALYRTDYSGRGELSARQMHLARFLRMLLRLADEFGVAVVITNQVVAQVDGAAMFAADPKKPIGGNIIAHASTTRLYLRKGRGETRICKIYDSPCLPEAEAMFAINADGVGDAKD
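Material: human Rad51–ssDNA filaments; Probe or stimulus: labelled 47-mer dsDNA for strand exchange; Doses: single 10 µM dose; Incubation: 37 °C 15-min filament assembly, 30-min compound preincubation, 15-min exchange; Technique: FRET fluorescence dequenching, excitation 485 nm, emission 520 nm; Measure: Fluorescence-based percent inhibition, control- and blank-normalised; Benchmarks: plate control and blank wells.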
hK5 inh: blocks human kallikrein 5 protease activity. Q9Y337. recombinant hK5, fluorogenic AMC substrate cleavage. inhibition, % at 5 µM. 210,000 compounds, 0.59% hits. AID 873;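 active means inhibition of 40% or more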;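 further: 0% = enzyme controls without compound and 100% = no-enzyme blanks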
Target sequence (Q9Y337 67-293 limits assumed): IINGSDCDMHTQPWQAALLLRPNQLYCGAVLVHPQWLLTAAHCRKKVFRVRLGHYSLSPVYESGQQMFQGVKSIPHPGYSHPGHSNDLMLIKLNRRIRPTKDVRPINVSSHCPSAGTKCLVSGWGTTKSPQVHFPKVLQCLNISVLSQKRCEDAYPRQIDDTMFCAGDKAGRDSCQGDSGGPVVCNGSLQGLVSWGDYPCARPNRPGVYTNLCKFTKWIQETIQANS
thrombin 1536: thrombin (human) inhibition | alpha-thrombin, Boc-VPR-AMC fluorogenic substrate cleavage | inhibition, % at 5 µM | 220,000 compounds, 0.26% hits | AID 1046;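 active means inhibition at or above 40%; inactive means inhibition below 40%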;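 further: 0% = enzyme with no compound and 100% = wells without enzyme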
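Material: Human alpha-thrombin protein | Buffer or medium: pH 7.5 Tris-saline with Tween 20 | Reagent: Boc-VPR-AMC substrate, 15 µM final | Schedule: Reaction at ambient temperature | Detection: AMC fluorescence at 355 nm excitation and 460 nm emission | Evaluation: Percent inhibition scaled between no-compound controls and no-enzyme blanks | Controls: no-compound enzyme wells and no-enzyme blanks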
14-3-3 Bad inh: disrupts binding of bovine 14-3-3 zeta to phospho-Bad peptide. TR-FRET 14-3-3zeta/Dy647-pBad peptide displacement, 1 h. inhibition, % at 21.7 µM. 220,000 compounds, 0.71% hits;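 active means inhibition above about 70%, limit read from the data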;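 further: 0% = full 14-3-3 plus peptide FRET controls and 100% = background without 14-3-3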
NCF1 inh: inhibitors of human p47phox binding; p47phox/p22phox peptide binding, fluorescence polarization, 2 h; inhibition, % at 24.7 µM; 220,000 compounds, 0.53% hits;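 further: 0% = p47phox with labelled peptide and 100% = labelled peptide alone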
Target sequence (P14598 whole entry, looked up): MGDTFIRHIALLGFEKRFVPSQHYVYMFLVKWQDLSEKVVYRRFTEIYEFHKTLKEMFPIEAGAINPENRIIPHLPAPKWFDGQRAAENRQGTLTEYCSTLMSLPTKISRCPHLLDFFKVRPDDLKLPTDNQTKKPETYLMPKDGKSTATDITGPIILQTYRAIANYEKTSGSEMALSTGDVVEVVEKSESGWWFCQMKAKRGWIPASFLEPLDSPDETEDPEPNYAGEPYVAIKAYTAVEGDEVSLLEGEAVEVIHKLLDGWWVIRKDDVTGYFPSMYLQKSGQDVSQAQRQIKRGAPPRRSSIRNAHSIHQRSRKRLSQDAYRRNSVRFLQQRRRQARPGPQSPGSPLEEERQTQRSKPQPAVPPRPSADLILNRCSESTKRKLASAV
EBV gp42 block: EBV gp42 inhibition; inhibition, % (tested at 21.74 µM); AID 1085; Fluorescence polarization binding assay, mP read-out; 220,000 compounds, 0.42% hits; in the data active means inhibition above about 50%
Starred values were filed as active, the others as inactive; / = no result given; & = joins results of further samples; [ ] = another dose, or the depositor's remark.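 How the source made its calls, unless noted: active means inhibition above about 30% (limit read from the data); inactive means the rest.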

SMILES | eIF4E 4G PPI | Furin inh | KCC2 mod | Rad51 HR inh | hK5 inh | thrombin 1536 | 14-3-3 Bad inh | NCF1 inh | EBV gp42 block
CC(Oc1ccc(Cl)cc1Cl)C(=O)Nc1ccc(N2CCN(C)CC2)cc1 (centres undefined) | 0 | -10[20 µM] | 0.014 | -1 | -5 | 5 | -3 | 9 | -20
Cn1c(=O)c2c(nc(SCC(=O)N3CCCCCC3)n2C)n(C)c1=O | -5[fluorescence artefact?] | -19[20 µM] | -0.68 | -6 | -7 | 0 | 3 | 1 | -11
CSc1nc(-c2ccco2)nn1C(=O)CCc1ccccc1 | -8 | -2[20 µM] | 1.6 | 4 | -10 | 99* | -8 | -2 | 0
O=C(COc1ccc(S(=O)(=O)Nc2ccccc2)cc1)N1CCOCC1 | -2 | -22[20 µM] | 0.21 | 5 | 21 | 53* | 2 | -3 | -15
O=C(c1ccc(S(=O)(=O)N2CCCCC2)cc1)N(c1ccccn1)C1CCCCC1 | 2 | -22 | -0.95 | 17 | 2 | 1 | 0 | -9 | -4
O=C(O)c1cc(Cl)c(Cl)cc1C(=O)Nc1cccnc1 | -6 | -11 | 0.24 | 0 | -5 | / | 0 | 2 | -9
COc1ccc([C@H](C)NC[C@H](O)c2ccc(O)c(NC=O)c2)cc1 | 3 | -36 | -1.4 | 17 | 8 | -13 | -12 | -6 | -21
O=C(NCc1ccco1)c1cc(-c2cccs2)on1 | -1 | -29 | 0.16 | -4 | -7 | 1 | 6 | -8 | -27
Nc1cccc2c1C(=O)N(C(=O)/C=C/c1cccc(Br)c1)C2=O | -5 | -17 | 0.11 | -31 | 2 | 5 | -2 | -3 | 8
CO/N=C(/CS(=O)Cc1ccccc1Cl)c1ccc(Cl)cc1Cl (centres undefined) | 6 | -15[20 µM] | / | 6 | -7 | -2 | 7 | -12 | -22
CCCCC1OC23CCCCC2C(C#N)(C(=N)O3)C1(C#N)C#N (centres undefined) | 13 | -24[20 µM] | -0.17 | -2 | 2 | 18 | -14 | -4 | -33
O=C(NCCOc1ccccc1)c1ccccc1 | 2 | -17[20 µM] | / | -5 | -2 | 5 | 3[fluorescence artefact?] | -15 | -6
O=C(c1cccs1)N1CCN(C(=O)C2CCCO2)CC1 (centres undefined) | 1 | -12[20 µM] | -0.093 | -1 | 13 | 1 | 13 | -12 | -26
O=C(Nc1ccc(CN2CCOCC2)cc1)c1cccs1 | -3[fluorescence artefact?] | -13[20 µM] | 1.4 | -2 | -18 | -6 | 2[fluorescence artefact?] | -11 | -9
CCCCCn1c(=O)[nH]c2cc(C(=O)NCCCN3CCC(C)CC3)ccc2c1=O | 5 | -32 | 0.81 | -4 | -1 | -3 | -4 | -9 | -25
Cc1nc2ccc(NC(=O)c3cc(S(=O)(=O)N4CCOCC4)ccc3C)cc2s1 | 0 | -14[20 µM] | -1.3 | 4 | -4 | 2 | -6[fluorescence artefact?] | -11 | -12
CCOC(=O)N/N=C(\c1ccccc1)C(O)c1ccccc1 (centres undefined) | 1 | -14 | -0.75 | 4 | -9 | 4 | 11 | -3 | -9
CCOc1ccc(NS(=O)(=O)c2cc(Cl)ccc2OC)cc1 | 1[fluorescence artefact?] | -17[20 µM] | -1.2 | -9 | -15 | -2 | -11 | -4 | -17
CN1CCN(C2=Cc3ccccc3Sc3cc(F)c(F)cc32)CC1 | 0 | -12[20 µM] | -0.2 | 0 | -9 | 2 | 32 | -4 | -4
COc1ccc(C(=O)NC(=S)SCC(=O)O)cc1 | 3 | -24 | 0.16 | -12 | -1 | -3 | 19 | -20 | -16
N=c1n(CCOc2ccccc2)c2ccccc2n1CCN1CCOCC1 | -2 | 1 | 0.32 | 3 | 4 | -1 | -1 | -2 | -9
COC(=O)c1ccccc1NC(=O)Cc1ccccc1OC | 5 | -7[20 µM] | -1.1 | -6 | -8 | -1 | -5 | 2 | -2
CC(Sc1nc(-c2ccccc2)cc(C(F)(F)F)n1)C(=O)N1CCCC1 (centres undefined) | -2 | -8 | 0.04 | -2 | 3 | 2 | 12 | -4 | -7
CCOC(=O)N1CCN(c2c(NCCCN(C)c3ccccc3)c(=O)c2=O)CC1 | 1 | -20 | 0.77 | 1 | -3 | 5 | 1 | -2 | 5
N/C(=N\N=C\c1cccc([N+](=O)[O-])c1)c1nonc1N | 2 | -9 | 0.87 | -4 | 4 | 3 | 5 | -4 | -6
Cc1ccccc1NC(=S)N(CCN(C)C)C(C)c1cccnc1 (centres undefined) | 1 | -26 | -0.1 | 32 | -31 | -2 | -7 | -9 | 4
COc1ccccc1C(=O)C1Nc2ccccc2-c2nnc(SC)nc2O1 (centres undefined) | 1 | -29[20 µM] | 0.16 | 0 | -23 | 2 | -5 | -1 | -30
NC(=O)c1cccc2cc3ccccc3cc12 | 2 | -34 | -1.3 | 2 | 1 | -11 | 0 | -8 | -15
O=C(NCCCN1CCOCC1)C1CCC(=O)N1CCc1ccccc1 (centres undefined) | -2 | -28 | / | 13 | -19 | -7 | 2 | -20 | -11
O=C(NC(=S)Nc1cnc2ccccc2c1)c1ccccc1 | -6 | -30 | 21* | -7 | -24 | 2 | 0 | -7 | -11
O=C(NCc1ccccc1Br)c1ccco1 | 4[fluorescence artefact?] | -18[20 µM] | 0.00073 | -2 | 8 | 0 | 0[fluorescence artefact?] | -9 | -15
COc1ccc(S(=O)(=O)N2CCN(C3CCCCCCC3)CC2)cc1 | -13&-3[fluorescence artefact?] | -21&-9 | 0.83&0.37 | -13 | -14&2 | -1&6 | 38&28 | -14&-2 | -18&-4
O=C(O)c1ccc(S(=O)(=O)NC2CC2)cc1 | -10 | -22 | 0.31 | 33 | -3 | -6 | -1 | -1 | -4
CCOCCOC(=O)c1[nH]c2c(c1C)C(=O)CC(c1cccs1)C2 (centres undefined) | 4 | -12 | 0.93 | 2 | -1 | 0 | 2 | -2 | 3
CN1CCN(CC#CC2(O)CCCCC2)CC1 | -2[fluorescence artefact?] | -17 | / | 2 | 1 | -4 | 2[fluorescence artefact?] | -1 | -8
CCC(C)(NC(=O)Cc1c[nH]c2ccccc12)C(=O)NC1CCCCC1 (centres undefined) | -1[fluorescence artefact?] | -20 | 0.85 | 8 | -10 | -5 | -1 | -8 | -7
Cc1ccc(-c2cc(C(=O)N/N=C/C=C/c3ccccc3)n[nH]2)s1 | 0 | -12 | -0.52 | 2 | 5 | -1 | -1 | -12 | -13
CC1CC(=O)N(CC(=O)Nc2ccc3c(c2)OCCO3)c2ccccc2S1 (centres undefined) | 3 | -30 | -1.2 | -2 | 4 | 0 | 2 | -14 | -9
CCOC(=O)C1=C(C)NC2(O)c3ccccc3C(=O)C12O (centres undefined) | 2[fluorescence artefact?] | -20[20 µM] | 0.12 | -8 | -11 | 4 | 14 | -9 | -15
Cc1cc([N+](=O)[O-])nn1CC(=O)NCc1cccs1 | -4 | -27[20 µM] | 0.55 | / | -17 | -3 | -4[fluorescence artefact?] | -8 | -17
CC(c1nnnn1C1CCCCC1)N(Cc1ccccc1)Cc1cccnc1 (centres undefined) | 4 | -17[20 µM] | -0.031 | -3 | -17 | -5 | 9 | -2 | -4
CCOC(=O)C1(Cc2ccccc2C(F)(F)F)CCN(C2CCN(C(C)C)CC2)CC1 | 2 | -27 | -0.37 | 7 | 6 | 0 | -10 | -10 | -11
CN(C(=S)Nc1ccc(Oc2ccccc2)cc1)c1ccc(O)cc1 | -2 | -3 | -2.2 | / | -5 | -4 | -1 | -6 | 17
CCCc1cc(=O)oc2cc(OCc3nn[nH]n3)ccc12 | -7 | -10[20 µM] | 0.98 | 1 | -32 | -5 | 43 | -5 | -2
C=CCNC(=O)c1ccc(-c2ccc([N+](=O)[O-])cc2)o1 | 15[fluorescence artefact?] | -5 | -1.4 | 2 | -5 | -2 | 47 | 1 | -18
Cc1ccc(C(=O)N2CCN(C3c4cccc5cccc(c45)C3NS(=O)(=O)c3ccccc3)CC2)cc1 (centres undefined) | -7 | -6[20 µM] | -0.043 | -2 | 3 | 3 | 3 | -11 | 3
CC(=O)C1C(c2ccc3ncccc3c2)NC(=O)NC1(O)C(F)(F)F (centres undefined) | 3[fluorescence artefact?] | -10[20 µM] | -1.5 | -6 | -18 | 1 | 11[fluorescence artefact?] | -12 | -24
O=C(/C=C/c1ccccc1)N/C(=C\c1ccco1)C(=O)O | -1 | -14 | -0.058 | / | / | 3 | -4 | -7 | -18
CC1(C)CN=c2s/c(=C\c3ccc(Cl)cc3)c(=O)n2C1 | -5 | -12 | 0.35 | -46 | -14 | -12 | -6 | -1 | 8
Cc1cc(/C=C2\SC(=S)NC2=O)c(C)n1-c1ccc(O)cc1 | -2 | -8 | -5.5* | -74 | -1 | -3 | 6 | -51 | -103
O=C1C=C(c2ccccc2)OC2(CCCC2)O1 | -3 | -16 | / | 1 | 2 | -3 | 7 | -6 | -3
CCCOC(=O)c1ccc(NC(=O)/C=C/c2cccs2)cc1 | 4 | -8 | -0.73 | 4 | -9 | -3 | -1 | -32 | -14
Cc1cc(C)c2c(C)nn(-c3ccccc3)c2n1 | 2[fluorescence artefact?] | -1[20 µM] | / | -9 | -19 | 4 | -6[fluorescence artefact?] | -3 | -19
CCOC(=O)c1c(N=CN(C)C)c2cc([N+](=O)[O-])cnc2n1C | 2 | -9 | 0.1 | 9 | -2 | -1 | 2 | -13 | -19
COC(=O)CCC(=O)NC(=S)Nc1sc(C)c(C)c1C(N)=O | -2 | -3 | 0.54 | -6 | 12 | -12 | 2 | -18 | 4
Cc1ccc(C(=O)COC(=O)c2cc(Cl)nc3ccccc23)cc1C | 3 | -15[20 µM] | / | -7 | 1 | 4 | 6 | -14 | -28
O=C(Cc1cccs1)NCCc1csc(-c2ccccc2)n1 | -1 | -25 | -1.8 | / | -1 | -7 | -11 | -20 | -1
CCN1C(=O)/C(=C/c2nc3ccccc3c(=O)[nH]2)c2ccccc21 | 0 | -16 | 0.12 | 25 | -7 | -4 | 40[fluorescence artefact?] | 39* | 7
CCSc1ccc(-c2nn(-c3ccccc3)cc2/C=C(/C#N)C(=O)NC)cc1 | 2 | -33 | 0.81 | -4 | -46 | -3 | 3[fluorescence artefact?] | -15 | -29
O=C1Cn2c(nc3ccccc32)N1c1cccc(C(F)(F)F)c1 | 4 | -11[20 µM] | -0.36 | 2 | 10 | 2 | 4 | -31 | -6
O=C(CN1C(=O)NC2(CCCCCCC2)C1=O)NCc1ccc2c(c1)OCO2 | -3[fluorescence artefact?] | -16[20 µM] | -0.085 | 0 | 0 | -1 | 5[fluorescence artefact?] | -3 | -16
